Assay outcomes (PubChem BioAssay)
M1 PAM parental = M1 PAM counterscreen hit in parental CHO-K1 cells. ATP EC20, Fluo-8 calcium fluorescence; 0% at ATP EC20, 100% at ATP max. activation, % at 3 µM. actives 0.02% (n = 360,000);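 active means activation above the run cutoff, the mean activation of all test compounds plus 3 SD, cut at about 40% in these data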;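 further: peak over basal fluorescence ratio in a 140 s read after ATP addition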
V1aR counter = counter-screen for oxytocin receptor agonists: human V1a receptor agonists | actives 0.25% (n = 320,000) | activation, % at 3 µM | CHO-V1R cells, Fluo-8 calcium fluorescence, agonist mode; 0% DMSO, 100% 3 nM vasopressin | P37288;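 active means activation above the mean activation of all tested compounds plus 3 SD, per screening run, cut at about 20% in these data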;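 further: signal is peak over basal fluorescence ratio across a 100 second FLIPR read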
Target sequence (P37288 whole entry, looked up): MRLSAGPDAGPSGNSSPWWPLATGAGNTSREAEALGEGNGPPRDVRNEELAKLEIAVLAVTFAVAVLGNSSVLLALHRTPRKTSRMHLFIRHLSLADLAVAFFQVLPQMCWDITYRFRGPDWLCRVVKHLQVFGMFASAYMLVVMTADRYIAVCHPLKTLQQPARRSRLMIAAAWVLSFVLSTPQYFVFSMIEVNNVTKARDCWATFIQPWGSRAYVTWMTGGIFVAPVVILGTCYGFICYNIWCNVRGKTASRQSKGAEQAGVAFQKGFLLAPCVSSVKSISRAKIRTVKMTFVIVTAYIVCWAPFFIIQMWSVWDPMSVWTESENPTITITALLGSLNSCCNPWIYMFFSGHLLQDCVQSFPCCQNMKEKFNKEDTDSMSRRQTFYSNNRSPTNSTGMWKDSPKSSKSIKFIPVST
TAAR1 antag = human TAAR1 antagonism; Q96RJ0; CHO RD-HGA16 TAAR1, Fluo-8 calcium fluorescence, antagonist; inhibition, % at 3 µM; actives 1.5% (n = 360,000); AID 624466;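 active means inhibition above a per-plate cutoff, the mean inhibition of test compounds on that plate plus 3 SD, cut at about 49% in these data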;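 further: 0% = DMSO plus EC80 beta-PEA response and 100% = DMSO alone without agonist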
Target sequence (Q96RJ0 whole entry, looked up): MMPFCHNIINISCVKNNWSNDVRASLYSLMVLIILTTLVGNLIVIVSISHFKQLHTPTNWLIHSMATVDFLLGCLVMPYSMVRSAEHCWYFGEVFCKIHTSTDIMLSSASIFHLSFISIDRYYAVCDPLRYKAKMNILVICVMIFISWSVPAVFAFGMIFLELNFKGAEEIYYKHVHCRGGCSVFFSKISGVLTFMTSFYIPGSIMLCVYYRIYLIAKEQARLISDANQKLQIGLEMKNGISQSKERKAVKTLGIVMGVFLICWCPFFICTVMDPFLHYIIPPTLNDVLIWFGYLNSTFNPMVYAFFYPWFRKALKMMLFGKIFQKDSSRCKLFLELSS
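Test system – hTAAR1-expressing CHO RD-HGA16 cells, Gα16-coupled · Also added – β-PEA at EC80 concentration, post-compound challenge · Compound – 3 µM, single point · Incubation – dye loading 75 min at 37 °C, then 30 min room temperature · Measured by – Fluo-8 intracellular calcium dye fluorescence, real-time kinetic reads · Benchmarks – vehicle and agonist controls · Replicates – singlicate, one well per test compound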
CHO-K1 Ca ag = M1 agonist counterscreen hit in parental CHO-K1 cells | activation, % at 3 µM | Fluo-8 calcium fluorescence; scaled to maximal ATP response, vehicle zero | actives 0.48% (n = 360,000); in the data active means activation above about 15%;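 further: untransfected CHO-K1 host cells lacking M1 receptor as counterscreen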
OXTR potentiator = human OXTR potentiation. activation, % at 3 µM. CHO-OTR cells, Fluo-8 calcium fluorescence, potentiator mode; 0% = oxytocin EC15, 100% = EC100. actives 0.061% (n = 320,000). P30559;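 active means activation above that plate's cutoff, the mean activation of tested compounds plus 3 SD, cut at about 6.6% in these data, passing the limit was not always enough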;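 further: 100% uses oxytocin at 75 nM as the full agonist control; some results filed as inactive read as strong as hits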
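System: human OTR in CHO cells; Also added: sub-maximal oxytocin, roughly EC15; Timing: compound 6 min at room temperature before oxytocin, 100 s read; Technique: Fluo-8 intracellular calcium fluorescence, ex 470-495, em 515-575 nm; Controls: oxytocin EC15 low and EC100 high; Replication: singlicate.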
CHO-K1 Ca antag = nonselective inhibitor or artifact in parental CHO-K1 cells; ATP-induced calcium, Fluo-8 fluorescence; inhibition, % at 3 µM; actives 0.6% (n = 360,000);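 active means inhibition above a per-plate cutoff, the plate's mean sample inhibition plus 3 SD, cut at about 24% in these data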;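 further: 0% = DMSO plus EC80 ATP and 100% = DMSO alone without ATP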
OXTR agonist = agonists of human oxytocin receptor. P30559. CHO-OTR cells, Fluo-8 calcium fluorescence; normalized: DMSO 0%, oxytocin 100%. activation, % at 3 µM. actives 0.32% (n = 320,000);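 active means activation above the mean of all tested compounds plus 3 SD, cutoff set per screening run, cut at about 20% in these data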;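 further: peak over basal fluorescence ratio from a 100 s FLIPR kinetic read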
CHO parental Ca = counter-screen: ATP calcium response change in parental CHO cells; AID 463079; parental CHO-K1, ATP-induced calcium, Fluo-8 fluorescence; actives 0.63% (n = 330,000); inhibition, % at 5.6 µM;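 active means inhibition above that plate's mean sample inhibition plus 3 SD, cut at about 26% in these data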;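 further: 0% = ATP-challenged DMSO wells and 100% = DMSO wells without ATP; some compounds past the cut are filed as inactive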
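Assay system: parental CHO cells; Read-out basis: percent inhibition of ATP-evoked calcium rise, normalized to controls; Benchmarks: ATP and no-ATP DMSO wells; Compound dosing: single nominal dose of 5.6 µM per compound; Signal: Fluo-8 calcium dye fluorescence; Also added: ATP as calcium-mobilizing challenge; Repeats: singlicate.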
GPR7 antag = blocks human GPR7 receptor signaling. actives 1.1% (n = 290,000). GPR7-expressing cells, fluorescence antagonist assay. inhibition, % at 4.4 µM. AID 1861. P48145; in the data active means inhibition above about 16%, passing the limit was not always enough;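 further: cells stimulated with the agonist NPW; 0% = agonist with vehicle and 100% = vehicle without agonist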
Target sequence (P48145 whole entry, looked up): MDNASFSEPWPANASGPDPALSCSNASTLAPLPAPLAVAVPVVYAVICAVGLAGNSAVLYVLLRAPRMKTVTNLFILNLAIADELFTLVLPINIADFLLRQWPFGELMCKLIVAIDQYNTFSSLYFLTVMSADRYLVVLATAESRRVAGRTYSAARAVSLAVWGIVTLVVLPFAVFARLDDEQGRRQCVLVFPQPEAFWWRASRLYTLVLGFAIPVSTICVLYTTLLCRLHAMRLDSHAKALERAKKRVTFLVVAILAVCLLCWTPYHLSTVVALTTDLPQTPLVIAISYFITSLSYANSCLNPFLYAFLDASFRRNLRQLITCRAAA
* hit, by the source's call; / = not tested or not shown.

SMILES	M1 PAM parental	V1aR counter	TAAR1 antag	CHO-K1 Ca ag	OXTR potentiator	CHO-K1 Ca antag	OXTR agonist	CHO parental Ca	GPR7 antag
Clc1ccccc1Cn1nnc2c(N3CCCC3)ncnc21	-3.9	-1.0	8.7	0.7	3.4	-5.1	-0.2	-19.6	4.9
Cc1ccc(NC(=O)CS(=O)CC(=O)Nc2ccc3c(c2)OCO3)cc1Cl (stereo not drawn)	12.5	0.1	5.7	0.2	-9.6	1.7	-1.5	-23.0	0.1
C=CCn1c(C)cc(-c2csc(N)n2)c1C	19.4	1.2	12.0	5.0	-0.7	-1.5	1.1	-1.5	-5.7
CCN(C(=O)COC(=O)c1cc(-c2ccccc2)nc2ccc(Br)cc12)C1CCS(=O)(=O)C1 (stereo not drawn)	-11.9	1.2	-19.4	0.3	-0.4	3.6	-0.7	-6.3	-12.4
CN1C[C@@H]2C(c3ccc(Cl)nc3)C3(c4cccnc4)CC2(C3)[C@H]1c1ccccc1 (stereo partly drawn)	1.3	0.3	7.8	1.1	-5.0	-15.1	0.1	-24.1	/
COc1ccc(S(=O)(=O)NC(CCSC)C(=O)NC2CCCCC2)cc1 (stereo not drawn)	9.9	-1.3	-17.9	1.5	0.6	-12.5	-1.3	-12.9	3.1
O=C(CC1C(=O)NCCN1Cc1cccc(Oc2ccccc2)c1)NCCCn1cccn1 (stereo not drawn)	18.3	1.3	0.6	0.0	-21.8	-1.9	-1.0	-1.4	-5.5
Oc1ccc(-c2cccc(-c3ccc(O)cc3)n2)cc1	4.4	3.4	-2.9	0.7	-19.3	-1.8	9.2	9.1	12.5
COc1cccc(NC(=O)CCCCCN2C(=O)[C@@H]3Cc4ccccc4CN3C2=O)c1	5.7	8.9	10.3	6.7	-8.5	-5.6	3.9	-30.7	-11.1
COc1ccc(Cl)cc1NC(=S)Nc1cccc(C)c1	-4.8	1.4	19.4	0.1	-8.9	15.4	0.7	-3.6	-7.1
O=C(Cn1cc(C(=O)C2CC2)c2ccccc21)Nc1ccccc1Cl	13.5	1.6	-21.7	1.9	-6.4	-6.8	3.0	-8.3	5.1
CCCc1ccc(OCCNC(=O)c2ccccc2Br)cc1	-2.8	-0.5	7.9	0.6	-1.9	-2.3	-2.2	0.3	-7.7
COC(=O)c1ccccc1NC(=O)Cn1cnc2c1c(=O)n(C)c(=O)n2C	20.9	1.0	-26.7	1.4	-0.3	-11.5	0.5	-5.3	/
O=C(c1cnc2nc3ccccc3n2c1)c1cc(F)ccc1O	10.1	1.0	3.5	1.4	0.1	-10.4	0.6	-0.1	-17.3
CC1CCN(C(=O)CCN2C(=O)/C(=C/c3cccs3)SC2=S)CC1	19.0	0.3	3.5	0.6	-10.1	-9.2	10.6	-4.2	0.5
COc1cccc(C2C3CN(C)CC=C3C(C#N)=C(N)C2(C#N)C#N)c1OC (stereo not drawn)	14.8	1.0	-1.5	1.4	-4.2	-3.8	3.4	0.4	15.7
O=C(CCc1nnc(Cc2ccc3c(c2)OCO3)o1)N(CC1CCC1)CC1CCCO1 (stereo not drawn)	11.1	0.1	-10.3	0.5	-3.9	-6.0	0.2	-19.0	-12.7
CCC(C)NC(=O)c1n[nH]c(=O)c2ccccc12 (stereo not drawn)	-2.6	-1.0	-16.7	-0.2	-0.7	0.6	-0.2	3.1	-4.5
CN(C)CCCNc1ncnc2sc(-c3ccccc3)cc12	27.0	1.0	9.5	-0.2	-1.1	-16.0	0.9	-15.5	-3.4
C=C(C)n1c(=O)[nH]c2ccccc21	2.0	-0.2	-10.8	-0.3	2.8	6.5	-0.3	-1.0	15.0
CC(C)=NOc1nc(N2CCOCC2)nc(N2CCOCC2)n1	13.7	0.5	-4.9	0.6	-6.0	-4.9	-1.3	2.8	-12.4
Cc1cc(NC(=O)C(C)SCC(=O)OCc2c(Cl)cccc2Cl)no1 (stereo not drawn)	-13.5	10.1	-4.6	4.5	-14.8	14.0	11.0	-12.8	-3.0
COc1cccc(C(=O)Nc2cccc(OCC(=O)O)c2)c1	19.2	0.8	/	0.1	4.2	-21.6	1.2	-10.1	-6.3
O=C(CCN1CCN(C(c2ccccc2)c2ccccc2)CC1)N/N=C/c1ccc(O)cc1O	24.7	2.8	8.6	2.5	-14.9	-16.4	0.4	-10.7	1.9
Cc1cc(-c2nc3ccccc3o2)c2ccccc2n1	-8.2	-2.0	8.7	-0.1	-3.1	9.5	-1.8	-33.9	-9.0
CCN(CCCNC(=O)CNC(=O)Cn1cnc2ccccc2c1=O)c1ccccc1	-1.3	-0.9	-10.9	-0.2	-1.1	-1.5	0.3	-17.7	-4.6
O=C(CC12CC3CC(CC(C3)C1)C2)N1CCOCC1	16.8	-0.2	-2.7	0.5	-15.6	-11.6	-1.3	5.4	1.7
CCCC1=C(C(=O)OCC)C(c2cccs2)C(C#N)=C(N)O1 (stereo not drawn)	7.7	-1.3	6.3	-0.5	-3.0	-18.8	-1.3	-4.0	-8.2
O=c1cc(-c2cccnc2)oc2c1ccc1ccccc12	16.4	0.2	-5.0	3.7	-1.2	-0.6	-1.6	-2.7	-11.9
CN(Cc1ccccc1C#N)S(=O)(=O)c1cccs1	22.4	1.6	2.6	1.7	-1.1	-12.1	1.9	-1.0	-13.0

A stretch taken from the entries so far:
SMILES	M1 PAM parental	V1aR counter	TAAR1 antag	CHO-K1 Ca ag	OXTR potentiator	CHO-K1 Ca antag	OXTR agonist	CHO parental Ca	GPR7 antag
O=c1cc(-c2cccnc2)oc2c1ccc1ccccc12	16.4	0.2	-5.0	3.7	-1.2	-0.6	-1.6	-2.7	-11.9
CN(Cc1ccccc1C#N)S(=O)(=O)c1cccs1	22.4	1.6	2.6	1.7	-1.1	-12.1	1.9	-1.0	-13.0

(cont.)
SMILES	M1 PAM parental	V1aR counter	TAAR1 antag	CHO-K1 Ca ag	OXTR potentiator	CHO-K1 Ca antag	OXTR agonist	CHO parental Ca	GPR7 antag
Cc1c(N(C(=O)Nc2ccccc2)C2=NCC(C)S2)c(=O)n(-c2ccccc2)n1C (stereo not drawn)	29.9	-0.2	-8.0	0.8	-4.8	-2.9	0.4	-3.2	-20.0
Cc1cccc(NC(=O)c2ccccc2OCC(=O)N2CCOCC2)c1C	3.5	1.0	8.6	2.9	-4.1	-12.7	0.2	-22.0	-10.6
Cc1ccc(S(=O)(=O)N2CCC(=O)N(C(COCc3cccc(Cl)c3)C(C)C)CC2)cc1 (stereo not drawn)	14.0	0.5	7.8	-0.3	-4.0	-14.2	-1.4	-22.8	-0.7
CCn1cc(S(=O)(=O)Nc2ccc(C)c(Cl)c2)cn1	1.9	0.7	-28.3	1.4	2.1	8.3	-0.7	-0.3	-15.0
CC(C)(CO)CNC(=O)CCc1nnc(Cc2ccc(-c3ccccc3)cc2)o1	-9.4	3.1	6.6	3.1	-2.5	4.7	2.0	-1.5	1.4
O=C(NN(C(=O)c1ccccc1)c1ccccc1)c1ccccc1	-12.5	0.7	-24.1	1.2	-1.3	-1.1	-0.2	-2.4	-13.7
N#CC1=C2SCN(Cc3ccco3)CN2C(=O)CC1c1ccc(Cl)cc1 (stereo not drawn)	4.0	0.9	-4.3	0.2	-3.7	-1.2	0.3	-7.0	-10.3
O=c1[nH]c2cc(S(=O)(=O)CCO)ccc2o1	21.9	0.4	-13.1	1.1	-8.7	-15.3	0.1	4.6	-13.8
COC(=O)c1cccc(NC(=O)/C=C/c2cccc([N+](=O)[O-])c2)c1	0.9	4.5	35.9	1.3	-6.3	-3.8	6.1	-5.5	-0.7
NC(=O)c1ccccc1Nc1nc(NCCO)nc(N2CCCC2)n1	10.1	0.0	-7.2	0.5	-3.9	-3.6	-0.1	-6.7	/
COc1cccc(CC2(CO)CCN(S(=O)(=O)N(C)C)CC2)c1	-12.4	0.1	13.6	0.0	-4.1	17.1	1.4	3.5	-10.8
CCCc1ccc(-c2c(C)sc(N)c2C#N)cc1	16.3	-0.6	-16.7	-0.1	-10.9	-12.6	-2.0	-25.2	-3.0
CCCc1[nH]n(-c2ccc([N+](=O)[O-])cc2)c(=O)c1C=NCCc1ccc(OC)c(OC)c1	6.0	-0.2	-17.9	0.6	-3.7	-14.9	-0.9	-1.4	-11.7
O=C(Cc1ccc(NC(=O)C2CCCN(C(=O)C3CCCCC3)C2)cc1)Nc1ccc(C(=O)N2CCOCC2)cc1 (stereo not drawn)	34.4	/	-18.4	1.0	/	-15.8	/	/	/
C[C@H](CO)N1C[C@H](C)[C@@H](CN(C)S(C)(=O)=O)Oc2c(NC(=O)Cc3ccccc3)cccc2C1=O	-2.8	0.1	-5.2	-0.2	1.3	1.3	0.5	-8.8	/
O=C(Nc1ccncc1)C1CCN(S(=O)(=O)c2cccs2)CC1	18.5	2.0	-13.3	2.7	-17.1	-17.3	1.9	-9.0	-5.1
CCOP(=O)(OCC)c1nc(-c2ccc(F)cc2)oc1NCc1ccccc1	19.0	-0.6	14.8	0.0	6.5	-10.0	-0.3	-9.9	1.8
Cc1c(C#N)c(O)[nH]c(=O)c1N=Nc1ccc(Cl)c(C(=O)O)c1	6.6	1.0	-10.2	0.9	-3.7	-10.4	0.2	-3.4	-11.8
COc1ccc(N2CCN(S(=O)(=O)c3ccc(-n4cnnn4)c(C)c3)CC2)cc1	17.8	3.1	9.9	1.8	-3.3	-8.2	2.8	-10.9	5.5
CC(=O)Nc1cc2c3c(c1)CC(=O)N3CCC2	-3.6	0.8	-12.5	0.2	0.5	0.9	0.7	-6.0	-3.8
CCC(C)/C(C)=N/NC(=O)C1COc2ccccc2O1 (stereo not drawn)	2.6	-0.4	10.7	1.6	-11.0	14.1	-0.2	3.4	3.4
COc1cccc(CNC(=O)Cn2ncc3c(=O)oc4ccccc4c32)c1	8.9	-0.1	-16.5	1.2	2.5	-13.9	0.6	-23.3	-8.2
O=C(NCC(c1ccco1)N1CCc2ccccc21)c1ccccc1Cl (stereo not drawn)	-15.4	-1.6	-23.1	6.0	-1.6	2.6	-1.2	-23.0	/
Cc1ccc(CNC(=O)C2CCN(C(=O)c3cccc(Cl)c3)CC2)cc1	4.5	2.5	-12.5	1.0	-1.7	3.7	0.1	-16.7	-4.6
CCOC(=O)C1(CCc2ccccc2)CCN(C(=O)C2CCCO2)CC1 (stereo not drawn)	13.7	1.1	4.0	1.8	2.3	-8.3	-0.3	-9.8	-11.8
CC1CN(C(=O)COC(=O)Cc2c(F)cccc2Cl)CC(C)O1 (stereo not drawn)	-21.2	0.9	2.3	0.2	-6.8	17.8	0.1	-14.3	/
COc1ccc(NS(=O)(=O)Cc2ccccc2Cl)cn1	19.1	0.2	-10.7	-0.6	-3.2	5.8	0.2	-6.7	-3.1
